# High-throughput results (PubChem)
# Tb PYK inh: blocks Trypanosoma brucei pyruvate kinase. Q57TT1. TbPYK enzyme, Kinase-Glo Plus ATP luminescence, 45 min. Potency, µM (doses to about 76.8 µM), without a hit: at the highest dose activity, negative = inhibition, hits mostly inhibitors. 0.12% of 410,000 active. AID 624173; further: potency means the concentration at half of the fitted maximal effect; on the % scale 0 is the no-effect control and ±100 the full control effect; nearly all actives have a fitted effect of over 50% in size
#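 Assay buffer: 50 mM TEA pH 7.2, 100 mM KCl, 10 mM MgCl2, 0.05% BSA, 0.01% Tween-20. Pyruvate kinase from T. brucei plus substrate met compound, then ADP (130 uM final). Luminescence was read post 45 min RT.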
# AMA1-RON2 inh: disrupts binding of P. falciparum AMA1 to RON2; AlphaScreen AMA1-biotinylated RON2 peptide binding; Potency, µM (series often up to 58.2 µM), without a hit: top-dose activity change, negative = inhibition, most hits filed as inhibitors; 0.2% of 360,000 active;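 further: potency means the concentration at half of the fitted maximal effect; 0% = vehicle wells and -100% = peptide control; nearly all actives have a fitted effect of over 45% in size; some results filed as inactive show a strong effect at the top dose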
#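 AMA1 (3D7) with his tag at 25 nM final met compounds first, then biotinylated RON2 peptide at 25 nM; detection used donor plus acceptor beads, 10 µg/mL apiece, read by AlphaScreen after 30 min at room temperature.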
# Pf growth 48h: inhibits P. falciparum growth in the first generation, 48 h. Potency, µM (titrated, usually from 28.7 µM), for inactives: at the top dose activity change, negative = inhibition, actives largely listed as inhibitors. P. falciparum luciferase growth in erythrocytes, 48 h. 5.9% of 310,000 active. AID 504832; further: potency means the concentration at half of the fitted maximal effect; on the % scale 0 is the no-effect control and ±100 the full control effect
#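 Firefly luciferase activity from engineered P. falciparum reports growth; inhibitors lower the luminescent signal. Cultures contained 2% hematocrit erythrocytes at 0.1% final parasitemia.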
# Shiga inhibitor: Shiga toxin inhibition; inhibition, % at 38.7 µM; Vero cells, Shiga toxin protein synthesis inhibition reporter; 9.2% of 290,000 active; in the data active means inhibition mostly above about 28%, no sharp cut-off; inactive means mostly below about 43%; further: 0% is about no effect
# LmPK inh: inhibitors of Leishmania mexicana pyruvate kinase. purified LmPK, Kinase-Glo ATP luminescence, 1 h. Potency, µM (series often up to 57.5 µM), inactives show at the highest dose activity change, negative = inhibition, usual class: inhibitors. 0.37% of 290,000 active. AID 1721; further: potency means the concentration at half of the fitted maximal effect; on the % scale 0 is the no-effect control and ±100 the full control effect
# Target sequence (Q27686 whole entry, looked up): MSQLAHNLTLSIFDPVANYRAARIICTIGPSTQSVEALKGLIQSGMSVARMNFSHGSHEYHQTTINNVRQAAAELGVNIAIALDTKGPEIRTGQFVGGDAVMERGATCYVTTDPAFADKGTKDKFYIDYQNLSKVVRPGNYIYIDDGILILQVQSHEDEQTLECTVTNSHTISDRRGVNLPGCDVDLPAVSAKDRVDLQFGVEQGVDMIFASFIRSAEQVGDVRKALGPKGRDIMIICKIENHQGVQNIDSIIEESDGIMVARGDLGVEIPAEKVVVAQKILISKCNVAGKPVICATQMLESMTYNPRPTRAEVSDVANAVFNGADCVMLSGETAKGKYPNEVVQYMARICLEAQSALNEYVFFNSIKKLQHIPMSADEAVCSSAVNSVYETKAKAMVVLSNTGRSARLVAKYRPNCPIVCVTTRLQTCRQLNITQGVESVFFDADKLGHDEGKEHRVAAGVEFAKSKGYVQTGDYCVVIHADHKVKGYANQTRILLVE
#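 Purified LmPK (0.1 nM) with 0.5 mM PEP and 0.1 mM ADP in imidazole buffer pH 7.2 with MgCl2/KCl, 1 h at room temperature. ATP formed was read by luciferase luminescence and normalized to no-enzyme and uninhibited controls.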
# CHX counter: counter-screen hit for Shiga toxin inhibitors, cycloheximide. cell reporter, cycloheximide protein synthesis inhibition counterscreen. 12% of 300,000 active. max response, %; in the data active means max response mostly above about 13%, no sharp cut-off; inactive means mostly below about 14%; further: read at 38.3 µM for the half of the compounds with a filed dose; 0% is about no effect
# Pf growth 96h: P. falciparum growth inhibition at 96 hours; Potency, µM (titrated, usually from 28.7 µM), inactives show at the top dose activity change, negative = inhibition, actives largely listed as inhibitors; 6.9% of 320,000 active; AID 504834; P. falciparum luciferase reporter growth, 96 h; further: potency means the concentration at half of the fitted maximal effect; on the % scale 0 is the no-effect control and ±100 the full control effect
#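 Erythrocytes infected with luciferase-expressing P. falciparum were dispensed at 2% hematocrit and 0.05% parasitemia (final), then incubated with compounds 96 hours at 37 C in 5% CO2. Luminescence after detection reagent addition reported growth.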
# * = called active by the depositor; u = inconclusive; x = no result given; & = joins results of further samples; [ ] = remark or other dose. Unless noted, the call rests on the fitted dose curve; in most records, active means well fitted curve in the direction sought with a large enough effect; inconclusive means small, poorly fitted or top-dose-only effect, or another doubt; inactive means no such curve, though single readings can be large; an effect the other way counts as inactive or inconclusive.
SMILES,Tb PYK inh,AMA1-RON2 inh,Pf growth 48h,Shiga inhibitor,LmPK inh,CHX counter,Pf growth 96h
CCc1c(C)sc(NC(=O)/C=C/C(=O)O)c1C(N)=O,3%,-4%,-8%,-5,-2%,-2,2%
O=C(NNC(=O)c1ccccc1Cl)c1cccnc1,-1%,-7%,28%,-7,-1%,10,54%[activator]
CSCC(=O)Nc1cc(C)on1,3%,-10%,17%,6,-1%,-2,34%[activator]
Cc1csc(CN(C)C(=O)C2CCC(=O)N(CCN(C)C)C2)n1 (configuration not stated),0%,-3%,-20%,-2,8%,0,72%[activator]
O=C(COc1coc(CN2CCN(c3ccccc3F)CC2)cc1=O)Nc1ccccc1,-2%,-12%,15%,x,x,x,30%[activator]
CS(=O)(=O)Nc1cccc2cccnc12,-17%,u,-15%,9,-6%,-3,1%
CN(C)CCCOc1ccc(C(C)(C)c2ccccc2)cc1,4%,-9%,x,-6,-9%,-2,30%
CCOC(=O)N1[C@@H]2C=C(C)[C@@H]2[C@@H]2[C@@H](C)C(=O)N21,-4%,21%,-2%,1,-8%,1,1%
COc1cccc(/C=C/C(=O)OCC(=O)N(C)CC(=O)Nc2ccccc2Cl)c1OC,-3%,-7%,-23%,x,x,x,u
COc1cc(C(=O)N2CCN(S(=O)(=O)c3cccs3)CC2)cc(OC)c1C,-4%,-25%,u,-13,-5%,6,u
CCOC(=O)c1cnc(-n2cc(C)cn2)nc1Nc1ccccc1OCC,2%,23%,u,-9,5%,1,u
O=C1c2ccccc2C(=O)N1OCCOCCOCCON1C(=O)c2ccccc2C1=O,-3%,14%,7%,-30,1%,-4,u
Cc1occc1C(=O)Nc1nnc(-c2cccs2)s1,-9%,-14%,66%[activator],107*,-8%,34*,62%[activator]
CCCCCCN1C=CC=C/C1=C/C=C(C#N)C#N,-5%,5%,14%,0,1%,2,u
Cc1cccc(NC(=O)CSc2c3c(nc4ccccc24)CCC3)n1,1%,-14%,-30%,9,-1%,-13,-17%
COc1ccc(NC(=O)NCCc2cccc(Cl)c2)cc1OC,3%,-13%,u,39,0%,34*,-4%
Cc1ccc(C(=O)N/C(=C\c2ccc(F)cc2)C(=O)NCCCn2ccnc2)cc1,-2%,-1%,-4%,2,-1%,-5,21%
CN1C(=O)/C(=C/c2cn(CC(=O)N3CCCCC3)c3ccccc23)c2ccccc21,x,x,u,2,1%,-2,x
O=C(CSCc1ccc(F)cc1)NCc1ccc2c(c1)OCO2,4%,12%,-17%,-22,2%,-2,8%
CCOC(=O)c1ccc(S(=O)(=O)N2CCNCC2)cc1,0%,3%,x,-3,6%,7,-9%
Cc1cc(NS(=O)(=O)c2ccc(NC(=O)C(C)Oc3cccc(C)c3C)cc2)nc(C)n1 (configuration not stated),9%,16%,10%,2,8%,0,u
CCN1CCN(c2cc(C)c3cc(NC(=S)NCCCN4CCc5ccccc5C4)ccc3n2)CC1,0%,-11%,7.4µM*,27,3%,-11,u
CCc1cc(C(=O)NNC(=S)NCC2CCCO2)cs1 (configuration not stated),-1%,45%[activator],122%[activator],-5,-2%,10,0%
CCc1ccccc1NC(=O)c1cc2sccc2n1C,3%,-23%,x,42*,0%,49*,0%
O=P(NCc1ccccc1)(Oc1ccccc1)Oc1ccccc1,0%,28%,u,-7,5%,-5,u
# Next entries:
SMILES,Tb PYK inh,AMA1-RON2 inh,Pf growth 48h,Shiga inhibitor,LmPK inh,CHX counter,Pf growth 96h
C=C[C@@H](C)N(Cc1ccc(OC)cc1)S(=O)(=O)N(Cc1ccccc1)[C@H](C=C)C(C)C,0%,30%,3.3µM*,x,x,x,u
NC(=O)C1CCN(C(=O)CCc2ccsc2)CC1,2%,12%,9%,-13,-7%,-2,9%
N#C/C(C(=O)Oc1ccccc1)=C1\C=CC=CN1,5%,1%,250%[activator],60*,-2%,44*,x
O=C1CCN(S(=O)(=O)c2ccc(Cl)cc2)CC1,-1%,-10%,5%,-1,-2%,-2,30%
COc1ccc(/C=C/CN2CCCC(C(=O)c3cc(F)ccc3F)C2)cc1 (configuration not stated),-15%,-20%,u,5,5%,5,u
Cc1onc(C(=O)N2CCN(Cc3ccccc3)CC2)c1[N+](=O)[O-],-2%,8%,-16%,-22,-3%,-4,15µM*
COc1ccc(NC2=CC(=O)CC(C)(C)C2)cc1,5%,-5%,39%[activator],15,-8%,-2,9%
Cc1c(Br)c(C(=O)NCc2cc3cc(Cl)ccc3[nH]2)nn1C,-19%,4%,-11%,13,4%,10,6%
O=C(NCCc1ccccc1)C1CCC(CNS(=O)(=O)c2ccccc2)CC1 (configuration not stated),2%&1%,14%,-7%,-5,5%,9,32%[activator]
NS(=O)(=O)c1ccc(NC(=O)COC(=O)CSCc2ccc(F)cc2)cc1,0%,0%,-19%,x,x,x,-5%
O=C1CN(c2ccccc2)C(=S)N1c1ccccc1,3%,-4%,2%,-3,0%,-1,-20%
CC1CCc2nc(N)c(C#N)c(-c3cccn3C)c2C1 (configuration not stated),-1%,-4%,-9%,-10,-6%,1,-16%
FC(F)(F)c1nnc2ccc(Sc3ccccn3)nn12,6%,17%,17%,-7,0%,-2,32%[activator]
CCOc1ccc(-c2csc(/C(C#N)=C\c3ccc(O)c([N+](=O)[O-])c3)n2)cc1,-11%,-12%,u,13,-5%,2,5.2µM*
CCOC(=O)C(Cc1ccccc1)C(=O)Nc1ccc(N(CC)CC)cc1 (configuration not stated),-19%,u,9%,2,0%,5,42%[activator]
COc1ccc(N2CCN(C(=O)c3cc(=O)c4cc(C)c(C)cc4o3)CC2)cc1,-3%,41%[activator],-18%,-6,6%,-4,38%[activator]
COc1ccc(/C=N\NC(=O)c2sc(N)nc2C)cc1OC,0%,11%,13%,15,-1%,16*,43%[activator]
CC1=CC(c2ccc(Cl)cc2)n2nc(NS(=O)(=O)c3ccc(C)cc3)nc2N1 (configuration not stated),3%,0%,4%,-12,1%,2,11%
NNC(=O)c1ccc(CSc2cccc3cccnc23)cc1,0%,46%[activator],-1%,20,1%,23*,3%
COc1ccc(CC(=O)Nc2cccc(S(=O)(=O)N3CCCC3)c2)cc1OC,-2%,-6%,u,x,x,x,u
O=C1C2ON(c3ccccc3)C(c3cccnc3)C2C(=O)N1c1ccccc1 (configuration not stated),1%,-18%,1%,-8,3%,1,15%
COc1cccc2cc(C(=O)NCc3ccc(C)cc3)c(=O)oc12,-12%,5%,7%,2,0%,11,13%
CCCOC(=O)Nc1sc2c(c1C(=O)OCC)CCC2,2%,4%,x,-17,4%,-5,u
COc1ccccc1C(=O)COC(=O)c1ccc(-n2cnnn2)cc1,-2%,0%,2%,x,x,x,u
COc1ccc(C(=O)OCC(=O)NCC2CCCCC2)c(OC)c1,-2%,7%,-1%,x,x,x,16%
# Other entries
SMILES,Tb PYK inh,AMA1-RON2 inh,Pf growth 48h,Shiga inhibitor,LmPK inh,CHX counter,Pf growth 96h
CCC1CCCCN1C(=O)COC(=O)c1ccc(Br)o1 (configuration not stated),-3%,1%,-17%,x,x,x,u
CC(C)(C)c1cc(C(c2cccnc2)N2CCN(CCO)CC2)cc(C(C)(C)C)c1O (configuration not stated),u,u,x,-23,0%,-7,-15%
CC(OC(=O)CCc1nc(=O)c2ccccc2n1C)C(=O)NCc1ccc2c(c1)OCO2 (configuration not stated),-10%,34%[activator],18%,11,-3%,-1,-15%
CCOC(=O)C1=C(C)NC(=S)NC1c1ccsc1 (configuration not stated),-10%,0%,-15%,17,2%,-3,11%
Clc1ccc(CSc2ncnc3nc[nH]c23)cc1,3%,1%,20%,1,-1%,16,0%
Cc1ccc(S(=O)(=O)N2CCCCC2)cc1NC(=O)COC(=O)CNC(=O)c1cc(Cl)cc([N+](=O)[O-])c1,0%,11%,3%,-3,7%,-1,u
O=C(CSc1nc(Cc2ccccc2)nc2ccccc12)c1ccc2c(c1)OCCO2,-3%,22%,9.3µM*,24,0%,1,u
COc1cc2c(cc1OC)[C@@]13CCN4CC5=CCOC6CC(=O)N2C1[C@H]6[C@@H]5C[C@@H]43 (some centres not stated),-5%,x,-19%,x,x,x,u
Cc1ccc(NC(=O)C2CCCN2c2nn3c(=O)cc(C)nc3s2)cc1 (configuration not stated),10%,20%,14%,-5,0%,-1,12µM*
C=CCN1C(=O)/C(=C/c2ccc(-c3ccc(F)cc3)o2)SC1=S,-3%,3%,45%[activator],5,-6%,5,57%[activator]
Cc1ccccc1Cn1cnc2c(nnn2Cc2ccc(F)cc2)c1=O,3%,-7%,7%,-2,0%,-4,u
